HCV inh: blocks hepatitis C virus; Huh7.5.1 HCVcc-Cre infection, luciferase reporter, 44 h; Potency, µM (highest dose often 41.8 µM), for inactives: at the highest dose activity change, negative = inhibition, usual class: inhibitors; hit rate 3.4% among 340,000; AID 651820; further: potency means the concentration at half of the fitted maximal effect
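Antiviral activity was scored by luciferase reporter output from cells infected with HCVcc-Cre (~0.5 moi) in presence of compound, 44 h infection period, cells seeded 1,000/well 4 h prior.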
AMA1 RON2 block: inhibitors of Plasmodium falciparum AMA1-RON2 interaction. AID 720542. Potency, µM (doses to about 58.2 µM), for the others: at the highest dose activity change, negative = inhibition, hits mostly inhibitors. hit rate 0.2% among 360,000. AlphaScreen AMA1-biotinylated RON2 peptide binding;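 further: potency means the concentration at half of the fitted maximal effect; 0% = vehicle wells and -100% = peptide control; nearly all actives have a fitted effect of over 45% in size; some results filed as inactive show a strong effect at the top dose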
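AMA1 (3D7) with his tag at 25 nM final met compounds first, then biotinylated RON2 peptide at 25 nM; detection used donor plus acceptor beads, 10 µg/mL apiece, read by AlphaScreen after 30 min at room temperature.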
Giardia FBPA inh: blocks Giardia fructose-bisphosphate aldolase activity; AID 2451; purified Giardia FBPA; hit rate 0.71% among 290,000; A8B2U2; Potency, µM (series often up to 59.6 µM), inactives show at the top dose activity, negative = inhibition, hits mostly inhibitors; further: potency means the concentration at half of the fitted maximal effect; nearly all actives have a fitted effect of over 55% in size
Target sequence (A8B2U2 whole entry, looked up): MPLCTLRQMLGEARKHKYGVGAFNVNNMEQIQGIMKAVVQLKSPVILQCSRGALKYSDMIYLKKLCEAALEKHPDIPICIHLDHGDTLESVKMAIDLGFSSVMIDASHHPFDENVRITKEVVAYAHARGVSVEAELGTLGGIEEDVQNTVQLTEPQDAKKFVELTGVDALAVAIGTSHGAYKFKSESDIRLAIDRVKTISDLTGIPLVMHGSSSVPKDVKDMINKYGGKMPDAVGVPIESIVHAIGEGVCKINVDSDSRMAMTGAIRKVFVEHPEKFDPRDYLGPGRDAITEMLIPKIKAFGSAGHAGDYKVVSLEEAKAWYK
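Giardia FBPA (40 nM reagent) was preincubated 10 min at RT with compound (up to 57.5 uM final), then substrate plus GAPDH/TPI/NAD/arsenate coupling system with diaphorase/resazurin was added; resorufin fluorescence (525/598 nm) was read after 20 min.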
HCMV inh: blocks human cytomegalovirus replication; HFF cells, HCMV-luciferase reporter, 72 h; hits give low values; activity change, negative = inhibition, % at 57.5 µM; hit rate 4.5% among 410,000; AID 1259415; in the data active means activity change below about -60%; inconclusive means no clear call, values can overlap the other calls; inactive means above about -39%
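Cell-based, HFFs, 1000 cells/well, 16 h 37C; cpds in DMSO + HCMV-luc, MOI 1 PFU/cell; 72 h 37C; OneGlo luminescence after 5 min RT; norm. to buffer vs Salinomycin 10uM.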
Sm TGR inh: blocks Schistosoma mansoni thioredoxin glutathione reductase; Q962Y6; purified TGR, DTNB reduction, TNB absorbance 405 nm; Potency, µM (top dose mostly 114 µM), inactives show top-dose activity change, negative = inhibition, actives largely listed as inhibitors; hit rate 3% among 360,000; AID 485364; further: potency means the concentration at half of the fitted maximal effect; nearly all actives have a fitted effect of over 60% in size
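TGR 20 nM + NADPH 100 uM (dispensed conc.), cpd preinc 15 min RT; start with NADPH (500 uM addition) then DTNB (15 mM addition). Kinetic TNB absorbance, 405 nm filter. Four-parameter Hill fit across titration.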
AmpC inh detg: AmpC beta-lactamase inhibition with detergent present. AID 485294. Potency, µM (titrated, usually from 114 µM), for the others: at the highest dose activity change, negative = inhibition, hits mostly inhibitors. hit rate 0.041% among 370,000. AmpC hydrolysis of nitrocefin, absorbance 480 nm, 0.01% Triton. P00811;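 further: potency means the concentration at half of the fitted maximal effect; 0% = no-compound wells and -100% = no-enzyme wells; nearly all actives have a fitted effect of over 25% in size; some results filed as inactive show a strong effect at the top dose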
Target sequence (P00811 whole entry, looked up): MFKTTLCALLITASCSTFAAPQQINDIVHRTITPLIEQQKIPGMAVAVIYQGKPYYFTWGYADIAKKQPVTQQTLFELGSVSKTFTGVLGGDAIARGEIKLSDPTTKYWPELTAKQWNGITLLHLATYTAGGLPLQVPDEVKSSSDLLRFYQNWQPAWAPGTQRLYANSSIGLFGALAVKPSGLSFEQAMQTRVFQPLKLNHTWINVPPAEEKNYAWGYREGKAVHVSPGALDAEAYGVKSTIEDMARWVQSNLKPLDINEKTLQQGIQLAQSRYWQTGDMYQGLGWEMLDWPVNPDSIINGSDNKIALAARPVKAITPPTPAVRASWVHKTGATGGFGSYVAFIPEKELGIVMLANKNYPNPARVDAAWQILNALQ
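20 mM phosphate pH 7.0 + 0.01% (detergent screen) or 0.0001% Triton X-100; 5.3 nM AmpC reagent; cpd preinc 15 min RT; nitrocefin (800 uM stock) to start; A480 q20 s × 4 min; Activity was normalised to no-enzyme and no-compound control wells.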
Numbers without * were called inactive; ? = inconclusive; / = no result given; & = joins results of further samples; [ ] = dose if it differs, or a comment. Unless noted, the call rests on the fitted dose curve; in most records, active means well fitted curve in the direction sought with a large enough effect; inconclusive means small, poorly fitted or top-dose-only effect, or another doubt; inactive means no such curve, though single readings can be large; an effect the other way counts as inactive or inconclusive. Unless noted, on the % scale 0 is the no-effect control and ±100 the full control effect. Outcome played no part in choosing rows; about 9.3% have a hit in one of these screens.

mol	Giardia FBPA inh	Sm TGR inh	HCV inh	AmpC inh detg	HCMV inh	AMA1 RON2 block
CCCCn1c(=O)c(C(=O)Nc2ccsc2C(=O)OC)c(O)c2ccccc21	6.2%	-0.3%	?	?	18.1	39.7%[activator]
O=C(Cc1ccccc1)Nc1cccc(N2CCCC2)c1	-19.9%	31.6µM*	-1.8%	6.8%	29.0	-13.3%
Cc1ccccc1-c1noc(-c2ccc(N3CCCC3)c([N+](=O)[O-])c2)n1	/	-1.3%	/	19.7%	-69.3*	/
Cc1cc(C(=O)CCC(=O)Nc2ncccc2O)c(C)s1	/	-15.0%	-7.6%	?	2.5	3.3%
CCNC(=O)CC1C(=O)N(c2ccccc2)C(=O)N1CCOC (stereo unspecified)	6.8%	5.2%	8.9%	-1.2%	30.1	3.2%
O=C(Cc1ccc(Cl)cc1Cl)NCc1cccnc1	7.4%	-14.6%	11.5%	-8.8%	-30.8	13.8%
COP(=O)(OC)C(Nc1ccccn1)c1ccccc1 (stereo unspecified)	6.3%	0.6%	-2.5%	5.6%	?	18.3%
CCOC(=O)C1=C(NC#N)OC(C)=C(C)C1c1ccc(O)cc1 (stereo unspecified)	?	?	31.5%[activator]	-4.0%	1.7	-2.4%
CCCCN(C(=O)CC1CCCCC1)c1c(N)n(CC(C)C)c(=O)[nH]c1=O	/	0.2%	3.7%	?	0.0	8.3%[11.6 µM]
COc1ccc(O)c(/C=N/N=C/c2cccc([N+](=O)[O-])c2)c1	11.4%	-3.6%	6.3%	4.2%	-0.6	-2.6%
CCOC(=O)c1c(CCl)nc2ccccc2c1-c1ccccc1	-8.3%	25.1µM*	-1.3%	-6.4%	0.0	-16.2%
O=C(COC(=O)COc1ccccc1)Nc1ncc([N+](=O)[O-])s1	/	?	17.0%	10.5%	32.7	29.6%
CCOc1ccccc1CNC(=O)c1cccn1-c1nnc(N2CCCCC2)s1	/	2.1%	/	9.5%	0.0	/
CCCC(=O)Nc1nc(C)c(-c2csc(Nc3ccccc3OC)n2)s1	-5.2%	-11.4%	?	-4.3%	?	17.2%
O=C(Nc1cccc(Cl)c1)c1ccc2ncsc2c1	2.6%	6.1%	?	-1.9%	-9.6	0.0%
COc1ccc(C2CC(=O)Oc3cc(C)c(Cl)c(C)c32)cc1 (stereo unspecified)	-7.9%[89.2 µM]	/	?	/	0.5	2.9%
CCSc1c([N+](=O)[O-])c(=O)n(-c2ccccc2)c2ccccc12	/	/	-29.9%	/	-3.7	-4.0%
NC(=O)c1ccc(NC(=O)CSC2=Nc3ccccc3C3CC=NN23)cc1 (stereo unspecified)	-11.7%	-12.5%	-19.7%	-3.6%	/	5.0%
CC(C)(C)NC(=O)COc1coc(CN2CCN(C(=O)c3ccco3)CC2)cc1=O	/	-3.6%	20.0%	-5.8%	-6.2	8.7%
CCCC(=O)N1N=C(c2ccccc2)CC1c1cn(C)c2ccccc12 (stereo unspecified)	0.3%	-1.2%	-12.4%	?	39.1	-30.0%
COc1cc(NC(=O)CCNC(=O)Cn2cnc3ccccc3c2=O)cc(OC)c1OC	0.3%	0.1%&-2.5%	8.1%	?	13.7&31.3	-5.1%
O=C(CN(c1ccccc1)S(=O)(=O)c1ccc(Cl)cc1)Nc1cccnc1	-0.2%	-6.2%	-1.5%	-5.7%	-7.3	-1.1%
O=C(c1cc2c(s1)-c1ccccc1OC2)N1CCN(c2ccccn2)CC1	0.2%	-16.9%	5.8%	?	21.1	4.1%
O=S(=O)(NCc1ccccc1)c1ccc(S(=O)(=O)N(Cc2ccccn2)C2CCCC2)cc1	-5.5%	-4.6%	?	4.4%	-11.1	-3.1%
CCc1ccc(-c2nc(CS(=O)CC(=O)NCCc3ccccc3)c(C)o2)cc1 (stereo unspecified)	/	10µM*	?	0.1%	9.8	-6.9%
Cc1cc2c(OCC(O)CNC3CCCCC3)cccc2[nH]1 (stereo unspecified)	-14.3%	-11.6%	-28.0%	-10.4%	?	7.9%
Cc1c(NC(=O)c2ccc(N(Cc3ccccc3)S(C)(=O)=O)cc2)c(=O)n(-c2ccccc2)n1C	1.9%	/	15.6%	-6.0%	?	-5.1%
COc1ccc(C(CNC(=O)c2cc(S(=O)(=O)N3CCCCC3)ccc2C)N2CCCC2)cc1 (stereo unspecified)	/	/	?	/	1.9	-2.5%
CCOC(=O)c1cc(CC)sc1N1C(=O)CC(Sc2ncccc2C(=O)O)C1=O (stereo unspecified)	6.7%	25.1µM*	-4.6%	?	-25.7	7.0%
CCN(c1ccccc1)S(=O)(=O)c1ccc(OC)c(NC(=O)c2cccs2)c1	-4.0%	7.6%	?	0.1%	38.2	-5.1%
C=CC[n+]1c(C)csc1Nc1cccc(Br)c1	-19.4%	?	8.4%	-0.1%	-39.1	?
Cc1c(C(=O)N2CCCCC2)sc(NC(=O)C2CC2)c1C#N	-8.6%	-3.2%	14.6%	?	-0.9	-5.4%
CC(C)N1C(=O)S/C(=C/c2ccc(Sc3nc4ccccc4[nH]3)o2)C1=O	-22.5%	-21.9%	10µM*	?	-84.9*	-1.8%
O=C(CSc1cccc(C(F)(F)F)c1)Nc1ccc(Cl)cc1Cl	-5.6%	12.1%	-2.1%	-5.4%	-31.3	29.1%
CCc1nc2nc(C)cc(Nc3cc(Cl)ccc3OC)n2n1	/	1.7%	/	0.9%	-4.2	/
COc1cc(CNCCSc2nnnn2C)cc(Cl)c1OCc1ccccc1	/	-0.4%	/	-3.4%	6.9	/
O=c1cc(N2CCN(c3ccc(F)cc3)CC2)[nH]c(=O)n1-c1ccc(Br)cc1	/	-1.5%	/	6.8%	-26.4	/
COCCCNC(=O)c1ccc(C)c(-n2c(C)nc3cccnc32)c1	/	-1.2%	/	1.9%	?	/
Cc1cc(OC(=O)c2ccc(C)c(C)c2)c([N+](=O)[O-])c(=O)[nH]1	/	-4.1%	9.9%	3.5%	1.6	-3.1%
O=C(COC(=O)CNS(=O)(=O)c1ccc(Cl)cc1)NC1CCCCC1	/	0.5%	15.9%	0.0%	-29.8	-12.1%

Structural class, the compounds so far with bromine.
mol	Giardia FBPA inh	Sm TGR inh	HCV inh	AmpC inh detg	HCMV inh	AMA1 RON2 block
C=CC[n+]1c(C)csc1Nc1cccc(Br)c1	-19.4%	?	8.4%	-0.1%	-39.1	?
O=c1cc(N2CCN(c3ccc(F)cc3)CC2)[nH]c(=O)n1-c1ccc(Br)cc1	/	-1.5%	/	6.8%	-26.4	/

Next part
mol	Giardia FBPA inh	Sm TGR inh	HCV inh	AmpC inh detg	HCMV inh	AMA1 RON2 block
CCCOC(=O)CSc1nnc(-c2ccccc2Cl)o1	7.7%	19.4%	?	-0.3%	19.8	18.9%
CCN(CC)c1nc(C)c2c(c1C#N)CC(C)(C)OC2	3.8%	6.7%	-18.8%	-2.0%	29.9	21.7%
COC(=O)C1=C(C(=O)OC)SC2(S1)C(C(=O)OC)=C(C(=O)OC)SC1=C2c2cc(C)ccc2NC1(C)C	5.7%	6.9%	?	5.8%	11.6	-26.3%
Cc1nonc1OCCNC(=O)C12CC3CC(CC(C3)C1)C2	-2.5%	-7.9%	28.1%	-14.6%	-3.8	12.0%
CC(C)(C)c1ccc(C(=O)NCC(=O)N2CCNC(=O)C2)cc1	/	-11.3%	6.4%	3.9%	?	10.9%
Cc1ccc(C(=O)OCC(=O)Nc2ccc(Cl)cn2)cc1S(=O)(=O)N1CCOCC1	/	0.6%	-16.9%	-9.5%	-11.7	-7.4%
CN(C)C(=O)CSc1ncnc2scc(-c3ccccc3)c12	5.5%	1.9%	-0.3%	-5.1%	-25.1	12.4%
O=C(NCc1ccccc1)C(c1ccc(F)cc1)N(Cc1ccco1)C(=O)c1ccccn1 (stereo unspecified)	4.8%	-26.7%	15.8%	-0.4%	30.5	5.8%
CCOc1ccc(-n2nc3ccc(NC(=O)COc4ccc(OC)cc4)cc3n2)cc1	/	-1.4%	/	-0.2%	-5.7	/
COc1cc(C2c3c(oc4ccccc4c3=O)C(=O)N2CCN2CCOCC2)cc(OC)c1OC (stereo unspecified)	3.2%	?	6.8%	?	-10.6	3.3%
COC(=O)NNC(=S)NCc1ccccc1	-29.9%	9.4%	16.7%	-7.9%	?	57.8%[activator]
CCOC(=O)c1c(NC(=O)c2ccc(S(=O)(=O)N(C)CC3CCCO3)cc2)sc2c1CC(C)(C)NC2(C)C (stereo unspecified)	4.3%	-7.6%	18.3%	?	-36.2	1.4%
Cc1c(-c2ccccc2)nnn1-c1ccc(F)cc1F	-4.8%	-4.2%	-5.8%	-9.5%	70.3	-9.6%
Cc1ccc(S(=O)(=O)Nc2ccc(Cl)cn2)cc1C	-9.2%	-3.0%	16.6%	-3.2%	62.7	-2.4%
COc1ccc(OC)c(NC(=O)c2nnn(Cc3ccccc3C)c2N)c1	-0.8%	2.0%	7.08µM*	0.9%	0.2	-5.8%
Cc1cccc(N2CCN(C(=O)COc3ccc4ccc(=O)oc4c3)CC2)c1C	7.1%	4.3%	11.2µM*	-13.7%	?	-2.7%
COc1ccc(-c2cc([C@H]3[C@H]4C=CC[C@@H](C)[C@@H]4C(=O)N3Cc3ccccc3)ccc2F)cc1	5.1%	-20.6%	?	-0.3%	61.9	-4.4%
COC(=O)C1=C(C)N(Cc2ccccc2)C(=S)N[C@H]1CCc1ccccc1	-1.3%	-13.0%	/	?	/	/
CCCCc1nn2c(=O)cc(COC(=O)c3ccc(NC(=O)C4CCCCC4)cc3)nc2s1	/	0.3%	/	17.6%	106.1	/
CCCCCC(=O)NNC1CC(=O)N(c2cccc(OCC)c2)C1=O (stereo unspecified)	10.1%	31.6µM*	-1.8%	-1.3%	16.1	5.0%
O=C(CSc1nnc(Cc2cc(=O)[nH]c(=O)[nH]2)n1-c1ccccc1)N1CCCCC1	-9.8%	-11.4%	14.0%	-14.8%	31.1	10.2%
O=C(NCC1CCCO1)c1cc([N+](=O)[O-])ccc1Cl (stereo unspecified)	-0.1%	-9.7%	26.1%	6.8%	-22.5	-7.1%
CN(C(=O)CSc1nnc(-c2ccccc2F)o1)c1ccccc1	/	7.9%	-5.0%	-13.4%	10.9	-4.0%
CCc1noc(C)c1C(=O)Nc1ncc(C)s1	-1.8%	-4.7%	3.6%	-1.8%	22.9	20.9%

Bioassay records from PubChem.
